IDH1 R132H inh – qHTS for Inhibitors of mutant isocitrate dehydrogenase 1 (IDH1): qHTS. actives 0.093% (n = 390,000). Potency, µM (titrated, usually from 76.6 µM), without a hit: at the highest dose activity change, negative = inhibition, hits mostly inhibitors. IDH1-R132H enzyme, NADPH consumption, diaphorase/resazurin fluorescence. Isocitrate dehydrogenase [NADP] cytoplasmic (Homo sapiens), O75874; also: potency is read from the fitted curve at half-maximal effect; % is scaled to controls: 0 for no effect and ±100 for the full control effect; nearly all actives have a fitted effect of over 65% in size
Target sequence (O75874 whole entry R132H, stated change not applied): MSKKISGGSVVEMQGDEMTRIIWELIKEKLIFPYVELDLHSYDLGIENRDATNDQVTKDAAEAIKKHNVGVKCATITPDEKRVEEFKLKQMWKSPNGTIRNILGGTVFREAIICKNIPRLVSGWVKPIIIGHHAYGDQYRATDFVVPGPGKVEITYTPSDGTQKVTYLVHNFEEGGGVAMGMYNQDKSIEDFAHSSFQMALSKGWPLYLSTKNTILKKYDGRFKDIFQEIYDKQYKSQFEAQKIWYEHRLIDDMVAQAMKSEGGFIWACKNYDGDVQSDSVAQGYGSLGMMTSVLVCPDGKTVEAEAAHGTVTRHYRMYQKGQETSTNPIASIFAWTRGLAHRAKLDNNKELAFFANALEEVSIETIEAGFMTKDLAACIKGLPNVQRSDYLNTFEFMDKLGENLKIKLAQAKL
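IDH1-R132H (0.5 ug/mL dispensed) in pH 7.5 Tris buffer was preincubated 30 min with compound, then given a substrate mix of 0.016 mM NADPH and 2 mM alpha-KG for 80 min at room temperature; remaining NADPH was read by diaphorase/resazurin fluorescence.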
RGS4 inhibitor – Inhibitors of Regulator of G Protein Signaling (RGS) 4: qHTS; Regulator of G-protein signaling 4 (Homo sapiens), P49798; Transcreener GDP fluorescence polarization, RGS4-accelerated GTP hydrolysis; Potency, µM (doses to about 114 µM), without a hit: at the highest dose activity change, negative = inhibition, most hits filed as inhibitors; actives 0.039% (n = 390,000); also: potency is read from the fitted curve at half-maximal effect; % is scaled to controls: 0 for no effect and ±100 for the full control effect; nearly all actives have a fitted effect of over 75% in size; some results filed as inactive show a strong effect at the top dose
Target sequence (P49798 whole entry, looked up): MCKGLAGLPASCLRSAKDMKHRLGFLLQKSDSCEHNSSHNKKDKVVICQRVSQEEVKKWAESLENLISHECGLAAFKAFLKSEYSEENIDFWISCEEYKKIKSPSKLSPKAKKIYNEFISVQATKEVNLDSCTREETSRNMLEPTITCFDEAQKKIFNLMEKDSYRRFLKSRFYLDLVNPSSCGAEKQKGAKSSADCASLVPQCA
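MLSMR compounds (23 nl, pin-transferred) preincubated 10 min at room temperature with a 500nM (2x) first reagent, then RGS4 at 900nM (2x) plus Transcreener GDP mix added; fluorescence polarization (620/688 nm) read before and after 90 min at 30 °C.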
Vif-A3G inh – qHTS for Inhibitors of Vif-A3G Interactions: qHTS | Potency, µM (top dose mostly 46.1 µM), for the others: top-dose activity, negative = active, usual class: inhibitors | actives 0.076% (n = 410,000) | HeLa A3G-eYFP + Vif (tagged APOBEC3G with the HIV-1 protein that degrades it), YFP fluorescence, overnight | DNA dC->dU-editing enzyme APOBEC-3G (Homo sapiens), Q9HC16;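 also: potency is read from the fitted curve at half-maximal effect; % is scaled to controls: 0 for no effect and ±100 for the full control effect; nearly all actives have a fitted effect of over 60% in size; hits raise eYFP signal because A3G escapes Vif-driven loss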
Target sequence (Q9HC16 whole entry, looked up): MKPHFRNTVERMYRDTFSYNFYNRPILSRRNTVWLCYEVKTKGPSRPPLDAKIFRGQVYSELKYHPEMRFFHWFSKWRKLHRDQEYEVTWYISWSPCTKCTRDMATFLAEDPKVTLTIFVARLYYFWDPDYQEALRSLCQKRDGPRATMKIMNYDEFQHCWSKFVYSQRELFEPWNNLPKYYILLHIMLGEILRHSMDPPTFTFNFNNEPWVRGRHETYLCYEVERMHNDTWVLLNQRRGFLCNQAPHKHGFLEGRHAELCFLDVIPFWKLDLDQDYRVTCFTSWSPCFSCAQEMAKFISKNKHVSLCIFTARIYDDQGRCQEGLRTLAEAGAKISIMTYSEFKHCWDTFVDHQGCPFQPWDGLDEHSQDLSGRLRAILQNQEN
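HeLa cells stably expressing Vif and C-terminally eYFP-tagged A3G, seeded overnight at 37 deg C, then exposed to compound by pintool overnight at 37 deg C. Rise in yellow fluorescence (Ex 488/Em 500-530, Acumen) marks blocked Vif-driven A3G degradation.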
TrxR1 substrate – qHTS Assay for Substrates of Mammalian Selenoprotein Thioredoxin Reductase 1 (TrxR1): qHTS; actives 0.01% (n = 390,000); purified TrxR1 substrate turnover, NADPH consumption readout; Thioredoxin reductase 1, cytoplasmic (Rattus norvegicus), O89049; Potency, µM (series often up to 114 µM), for inactives: at the top dose activity change, negative = substrate turnover; also: potency is read from the fitted curve at half-maximal effect; % is scaled to controls: 0 for no effect and ±100 for the full control effect; nearly all actives have a fitted effect of over 50% in size
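Rat TrxR1, dispensed at 90 nM, was prereduced with 400 uM NADPH (final) for 5 min at ~22 deg C, then incubated with compound 15 min before 400 uM selenite. A first-read NADPH fluorescence drop versus no-compound background flagged substrates.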
LDHA inh – qHTS assay for inhibitors of human lactate dehydrogenase | L-lactate dehydrogenase A chain (Homo sapiens), P00338 | AID 1347041, 2019 | activity change, % (values are at about 110 or 230 µM) | actives 0.15% (n = 480,000) | purified LDHA, NADH/diaphorase-resazurin fluorescence; stronger effect = lower value; in the data active = activity change below about -30%; inconclusive = mostly about -25% to -30%;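 also: plate controls were DMSO wells for no effect and wells without enzyme for full effect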
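Human LDH5 (2 nM) was incubated with 0.06 mM NADH and 0.2 mM pyruvate for 5 min at room temperature in Tris pH 7.4. Remaining NADH was coupled through diaphorase/resazurin, and resorufin fluorescence was read at 0 and 20 min.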
TrxR1 inh – qHTS Assay for Inhibitors of Mammalian Selenoprotein Thioredoxin Reductase 1 (TrxR1): qHTS | recombinant rTrxR1, NADPH fluorescence consumption, selenite substrate | actives 1% (n = 390,000) | Thioredoxin reductase 1, cytoplasmic (Rattus norvegicus), O89049 | Potency, µM (titrated, usually from 114 µM), inactives show at the top dose activity change, negative = inhibition, actives largely listed as inhibitors | AID 588453, 2011; also: potency is read from the fitted curve at half-maximal effect; % is scaled to controls: 0 for no effect and ±100 for the full control effect; nearly all actives have a fitted effect of over 65% in size
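Rat TrxR1 (90 nM in the dispensed reagent) was pre-reduced with 400 uM NADPH for 5 min at room temperature, then incubated with compound for 15 min. After 400 uM selenite was added, NADPH fluorescence (Ex 340/Em 450 nm) was followed for 8 min.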
USP1-UAF1 inh – Inhibitors of USP1/UAF1: Primary Screen; recombinant USP1/UAF1, Ub-Rhodamine cleavage fluorescence; Potency, µM (doses to about 57.1 µM), for inactives: at the highest dose activity change, negative = inhibition, usual class: inhibitors; actives 0.23% (n = 390,000); also: potency is read from the fitted curve at half-maximal effect; % is scaled to controls: 0 for no effect and ±100 for the full control effect; nearly all actives have a fitted effect of over 60% in size; inactives centre near -12
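USP1/UAF1 complex (1 nM) preincubated 15 min at room temperature with compound, then Ub-Rho substrate (150 nM final) added. Kinetic fluorescence at 480/540 nm over 6 reads at 60 s intervals; 50 mM HEPES pH 7.8, 0.5 mM EDTA, 0.1 mg/ml BSA, 1 mM TCEP, 0.01% Tween-20.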
GRP78 ERSR act – qHTS for Inducers of the Endoplasmic Reticulum Stress Response (ERSR) in Human Glioma: qHTS | Potency, µM, without a hit: at the highest dose activation, most hits filed as activators | actives 0.02% (n = 420,000) | U87-MG GRP78 promoter luciferase reporter, 16 h; also: potency is read from the fitted curve at half-maximal effect; series mostly up to about 76 µM; % of control where 0% means no effect; nearly all actives have a fitted effect of over 35% in size
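Stably transfected U87-MG glioma cells carrying a GRP78-based luciferase sensor; 16 h compound incubation. Luminescence end-point read 10 min after Bright-Glo addition at room temperature.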
Vif-A3F inh – qHTS for Inhibitors of Vif-A3F Interactions: qHTS | HeLa A3F-eYFP + Vif (tagged APOBEC3F with the HIV-1 protein that degrades it), YFP fluorescence increase | actives 0.2% (n = 390,000) | Potency, µM (doses to about 46.1 µM), for inactives: top-dose activity, negative = active; also: potency is read from the fitted curve at half-maximal effect; % of control where 0% means no effect; nearly all actives have a fitted effect of over 65% in size
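HeLa cells stably expressing Vif plus C-terminally eYFP-tagged A3F were seeded, incubated overnight at 37 deg C, dosed with compound, incubated overnight again at 37 deg C. Yellow fluorescence (Ex 488/Em 500-530) reported blocked Vif-mediated A3F-eYFP degradation.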
Starred values were filed as active, the others as inactive; ? = inconclusive; / = no result given; & = joins results of further samples; [ ] = another dose, or the depositor's remark. Unless noted, calls follow the shape of the dose curve; as a rule, active = well fitted curve in the direction sought with a large enough effect; inconclusive = small, poorly fitted or top-dose-only effect, or another doubt; inactive = no such curve, though single readings can be large; an effect the other way counts as inactive or inconclusive. These rows are one share of the data; count on the stated rates, not on these rows.

Each structure is followed by: IDH1 R132H inh	RGS4 inhibitor	Vif-A3G inh	TrxR1 substrate	LDHA inh	TrxR1 inh	USP1-UAF1 inh	GRP78 ERSR act	Vif-A3F inh
COc1ccc(N(CC(=O)N2CCN(c3ccccc3F)CC2)S(=O)(=O)c2c(C)n[nH]c2C)cc1
→ -15.5%&4.3%	15.8%&12.6%	2.9%&-1.3%	-5.3%&-9.6%	-1.7&-3.2	7.4%&-5.0%	-14.9%&-10.9%	-3.5%&1.1%	9.0%&-16.7%
COc1cc(SC)ccc1C(=O)Nc1ccc(Br)cn1
→ 14.3%	13.6%	-0.9%	-0.1%	-1.4	13.7%	-17.1%	-10.1%	-2.3%
COc1cc(C#Cc2c(-c3ccccc3)n(C)c3ccccc23)cc(OC)c1
→ 1.3%[38.3 µM]	-0.9%	0.1%	35.8%[activator]	-6.9	44.7µM*	-10.6%	-3.8%	4.1%
O=C(Cc1ccccn1)c1ccccc1
→ -11.4%	-10.1%	-0.2%	-6.1%[57.1 µM]	-1.8	0.6%[57.1 µM]	-5.5%	-0.4%	-0.5%
O=C(COC(=O)Cn1cnc2ccccc21)Nc1ccc(OC(F)F)cc1
→ -7.1%	11.5%	-10.8%	-3.9%	-0.1	-4.5%	1.6%	-0.8%	-17.4%
O=C(COC(=O)c1cnccn1)c1ccc(Cl)cc1
→ -0.4%	-17.8%	-1.8%	8.7%[57.1 µM]	-6.2	32.3%[57.1 µM]	-1.1%	-4.1%	5.9%
CCCn1nc2cc(C(=O)N(CC)c3ccc(OC)cc3)ccc2c1OCC
→ -3.4%	-6.4%	-3.9%	40.1%[activator][57.1 µM]	-3.3	-11.1%	-18.9%	-5.4%	8.6%
CCOC(=O)CN/C=C(\C#N)c1ccc(F)cc1
→ 1.0%	34.4%	-3.9%	-4.0%	-5.1	7.4%	-7.7%	0.1%	0.4%
O=C(COC(=O)C1CC2C=CC1C2)Nc1cccc(S(=O)(=O)N2CCOCC2)c1 (stereo unspecified)
→ 7.1%	-39.0%	-5.4%	2.8%	-0.9	4.9%	-14.9%	-2.5%	2.7%
CC(C)/C=N/Nc1nc2c(c(=O)n(C)c(=O)n2C)n1C
→ 0.6%	21.6%	0.8%	-0.4%	-1.9	-8.3%[57.1 µM]	-5.5%	-5.1%	10.8%
CCN(c1ccc(C)cc1)S(=O)(=O)c1nnc(NC(=O)C2CCCCC2)s1
→ /	-22.5%	/	72.5%[activator]	-2.3	74.0%[activator]	-15.4%	/	/
C=CCN(c1ccccc1)S(=O)(=O)c1cccc(C(=O)NNC(=O)c2ccncc2)c1
→ -7.6%	-9.4%	0.9%	-2.7%[57.1 µM]	-1.5	-0.9%[57.1 µM]	-4.6%	-2.8%	0.4%
COc1ccc(-n2c(SCc3nnc(-c4ccccc4)o3)nnc2-c2ccccc2)cc1
→ 1.9%	-41.1%	-8.0%	-10.6%	-7.8	-15.4%	-20.7%	3.0%	-7.7%
Cc1ccn2c(NC3CCCC3)c(-c3ccccn3)nc2c1
→ 13.3%	-15.7%	2.8%	17.2%[0.0914 µM]	7.0	-1.8%	-21.1%	-1.3%	9.8%
COc1ccc(OC)c(-c2nnc3n2N=C(c2ccc(OC)c(OC4CCCC4)c2)CS3)c1
→ /	-38.1%	?	-3.8%[57.1 µM]	-0.4	2.3%[57.1 µM]	/	-3.4%	9.9%
CCN(CC)S(=O)(=O)c1ccc(OC)c(NC(=O)c2cccc([N+](=O)[O-])c2C)c1
→ 3.0%	-7.8%	-6.4%	6.7%[57.1 µM]	2.6	0.8%[57.1 µM]	-24.2%	-3.6%	-3.7%
CCOC(=O)c1sc2ncnc(N3CCN(CC)CC3)c2c1C
→ 7.8%	-16.8%	2.1%	-1.5%[57.1 µM]	-4.5	25.0%[57.1 µM]	?	0.2%	2.0%
CC(C)NC(=O)Cn1nc(C(F)(F)F)c2c1CCC2
→ 6.3%	-21.0%	0.8%	3.1%	-1.9	11.1%	-14.0%	-1.8%	-2.6%
COc1cccc(-c2ccc(NC(=O)C3CCCN(Cc4ccco4)C3)cc2)c1 (stereo unspecified)
→ 6.9%	-22.7%	0.1%	1.2%	3.0	?	-17.3%	5.4%	-0.6%
O=C(O)Cn1c(=O)c2c3c(sc2n(Cc2ccccc2F)c1=O)CCCC3
→ 2.8%	-13.3%	2.2%	2.0%[57.1 µM]	2.2	4.5%[57.1 µM]	-4.7%	-3.8%	7.1%
COC(=O)c1ccc(-c2csc(NC(=O)c3c(C)noc3C)n2)cc1
→ -0.3%	-4.4%	-5.6%	1.3%[57.1 µM]	-7.1	1.1%[57.1 µM]	-20.9%	1.4%	7.4%
Cc1cccc(-c2nn(-c3ccccc3)cc2C(=O)N2CCN(C3CCS(=O)(=O)C3)CC2)c1 (stereo unspecified)
→ 5.1%	-25.5%	-0.1%	-4.4%	-13.1	5.3%	-0.3%	0.8%	-1.0%
Cc1cccc(N2CC(C(=O)Nc3nnc(SCC(=O)NCC4CCCO4)s3)CC2=O)c1 (stereo unspecified)
→ 9.2%	-34.0%	-8.5%	-8.7%	-4.9	-31.8%	-17.9%	-4.0%	2.7%
CCc1ccc(OCc2nnc(-c3ccccc3Br)o2)cc1
→ 1.2%	-17.0%	-9.2%	-7.9%	-7.5	-15.1%	-26.7%	3.2%	-0.2%
Cc1cccc(-n2ncc3c(N(CCO)CCO)ncnc32)c1
→ -2.4%	0.4%	-0.1%	-6.5%	-6.1	0.8%	-25.5%	-1.3%	-1.6%
Cc1cccc(NS(=O)(=O)c2ccc3c(c2)oc(=O)n3C)c1C
→ -13.2%	13.3%	2.0%	-1.5%	-2.8	16.8%	-7.2%	-4.5%	-7.5%
COc1ccc2c(c1)CCc1c(C(=O)Nc3cc(C)n(Cc4ccc(Cl)cc4)n3)noc1-2
→ -5.0%	11.0%	2.0%	13.7%	-5.2	29.6%	-8.4%	-1.3%	-3.1%
O=C(NCCS(=O)(=O)NCc1ccccc1)c1ccc2c(c1)OCO2
→ 0.0%	-10.4%	-0.7%	-3.9%[57.1 µM]	-0.8	-2.3%[57.1 µM]	-14.5%	-2.5%	-4.1%
Nc1ccc(S(=O)(=O)NC2(C(F)(F)F)NC(=O)N(c3ccc(F)cc3)C2=O)cc1 (stereo unspecified)
→ 0.0%	-3.7%	4.5%	4.0%	-2.4	16.6%	-18.8%	-1.6%	-5.9%
CCOC(=O)N1CCC(NC(=O)c2cc(S(=O)(=O)N3CCCCC3)ccc2F)CC1
→ -5.6%	-3.4%	-6.9%	-0.7%	-9.8	0.5%	-22.4%	-0.7%	-21.6%
O=C(Nc1ccncc1)c1ccc2ccccc2c1
→ -1.2%	-1.2%	-5.0%	5.9%[57.1 µM]	-6.9	18.7%[57.1 µM]	-4.5%	7.2%	2.1%
Cn1c(SCC(=O)NCCc2ccccc2)nnc1C1CCCCC1
→ 8.6%	6.2%	0.1%	5.4%	-5.6	29.7%	-5.7%	-3.4%	-14.2%
CCc1ccc(OCCOCC(O)CNC(C)(C)C)cc1 (stereo unspecified)
→ -0.7%	-36.2%	-0.1%	-3.9%	2.0	13.4%	-3.8%	-4.9%	0.9%
COc1ccc(OCCn2cc(/C=C(\C#N)C(=O)NCc3ccco3)c3ccccc32)cc1
→ 4.4%	-4.8%	4.5%	-4.5%	-1.1	-12.8%	3.1%	-6.0%	-15.1%
COCCCNC(=O)CCn1c(=O)c2ccccc2n(CC(=O)NCCC2=CCCCC2)c1=O
→ 5.4%	-13.3%	3.0%	6.4%	1.1	4.1%	-11.9%	-1.9%	5.4%
COc1ccc(S(=O)(=O)N2CCCCCC2)cc1NC(=O)CN(C)Cc1ccc2c(c1)OCO2
→ -0.8%	11.9%	-9.1%	-10.2%	-1.6	13.9%	-0.5%	-1.6%	0.0%

In another format: two of the compounds above
Structure | IDH1 R132H inh | RGS4 inhibitor | Vif-A3G inh | TrxR1 substrate | LDHA inh | TrxR1 inh | USP1-UAF1 inh | GRP78 ERSR act | Vif-A3F inh
O=C(Nc1ccncc1)c1ccc2ccccc2c1 | -1.2% | -1.2% | -5.0% | 5.9%[57.1 µM] | -6.9 | 18.7%[57.1 µM] | -4.5% | 7.2% | 2.1%
Cc1cccc(N2CC(C(=O)Nc3nnc(SCC(=O)NCC4CCCO4)s3)CC2=O)c1 (stereo unspecified) | 9.2% | -34.0% | -8.5% | -8.7% | -4.9 | -31.8% | -17.9% | -4.0% | 2.7%

Compound activity as filed in PubChem BioAssay.
